High-throughput results as filed in PubChem.
MC4R barr agon: agonists of human melanocortin 4 receptor (MC4R) beta-arrestin | P32245 | U2OS MC4R beta-arrestin complementation, luminescence; percent of melanotan II response, DMSO zero | activation, % at 8.9 µM | 0.98% of 360,000 active | AID 540308;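 active means activation above a per-plate cutoff, the mean activation of sample wells on that plate plus 3 SD, cut at about 8% in these data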
Target sequence (P32245 whole entry, looked up): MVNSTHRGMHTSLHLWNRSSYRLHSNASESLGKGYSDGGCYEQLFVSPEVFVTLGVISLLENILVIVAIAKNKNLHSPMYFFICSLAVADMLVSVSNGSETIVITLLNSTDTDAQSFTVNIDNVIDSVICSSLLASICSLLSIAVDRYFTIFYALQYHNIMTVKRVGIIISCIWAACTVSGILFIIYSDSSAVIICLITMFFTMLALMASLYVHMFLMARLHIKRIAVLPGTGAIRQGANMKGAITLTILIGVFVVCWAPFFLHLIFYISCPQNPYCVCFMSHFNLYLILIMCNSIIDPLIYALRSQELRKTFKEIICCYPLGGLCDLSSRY
TLR9-MyD88 block: inhibitors of human TLR9-MyD88 binding | Q9NR96+Q99836 | CHO BLA complementation TLR9-MyD88, CCF4 FRET ratio | inhibition, % at 4.98 µM | 0.21% of 340,000 active | AID 504734;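 active means inhibition above the mean over all tested compounds plus 3 SD, cut at about 21% in these data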;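 further: 0% = DMSO only wells and 100% = clavulanate BLA inhibitor control wells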
MC4R antagonist: blocks human MC4R cAMP signaling | P32245 | MC4R-expressing cells, MTII-stimulated cAMP, LANCE TR-FRET | inhibition, % at 6.5 µM | 0.48% of 360,000 active | AID 540295;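 active means inhibition above its plate's cutoff, the mean of tested wells on that plate plus 3 SD, cut at about 29% in these data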;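 further: 0% = Melanotan II alone and 100% = Melanotan II plus saturating MCL0020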
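System: U2OS cells stably expressing human melanocortin 4 receptor (MC4R). Reagent: Melanotan II challenge after compound preincubation. Doses: 6.5 µM. Times: 30-min compound, 1-h challenge, 1-h detection, room temperature. Measured by: TR-FRET with Eu-cAMP and labeled anti-cAMP, 671 nm. Replicates: singlicate.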
NOD2-RIPK2 inh: blocks binding of human NOD2 to RIPK2. CHO BLA complementation NOD2-RIPK2, CCF4 ratio. inhibition, % at 4.98 µM. 0.38% of 360,000 active. AID 624267; in the data active means inhibition above about 21%;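 further: 0% = vehicle only and 100% = reference blocker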
Target sequence (O43353 whole entry, looked up): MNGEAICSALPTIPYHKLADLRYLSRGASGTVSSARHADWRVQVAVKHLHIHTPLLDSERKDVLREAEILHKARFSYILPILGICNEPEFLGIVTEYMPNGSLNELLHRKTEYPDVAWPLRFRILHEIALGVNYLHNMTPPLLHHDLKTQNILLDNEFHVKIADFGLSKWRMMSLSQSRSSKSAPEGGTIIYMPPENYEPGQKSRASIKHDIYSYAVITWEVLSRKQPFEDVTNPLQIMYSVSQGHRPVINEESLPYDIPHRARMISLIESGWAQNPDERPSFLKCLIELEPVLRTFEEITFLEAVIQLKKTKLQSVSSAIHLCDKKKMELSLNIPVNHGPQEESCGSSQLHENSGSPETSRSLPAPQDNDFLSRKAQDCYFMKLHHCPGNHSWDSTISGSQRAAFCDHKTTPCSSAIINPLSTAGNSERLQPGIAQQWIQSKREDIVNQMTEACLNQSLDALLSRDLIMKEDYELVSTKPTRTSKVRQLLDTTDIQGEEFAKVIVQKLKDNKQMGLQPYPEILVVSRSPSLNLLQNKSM
aDG glyco act: increases alpha dystroglycan glycosylation; 0.22% of 360,000 active; AID 624168; activation, % at 10 µM; Pro5-aDG cells, alpha-DG glycosylation AlphaScreen (IIH6); 0% Pro5, 100% B10-LARGE cell signal;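 active means activation of at least 8% versus controls, or a plate z-score of at least 8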;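 further: Pro5 are CHO cells carrying HIG-tagged alpha-DG that lacks glycosylation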
ABCB6 inh MLPCN: blocks the human ABCB6 transporter. K562-ABCB6 porphyrin accumulation, flow cytometry, 1 h; active compounds read low. Q9NP58. AID 602162. fluorescence ratio to DMSO, % at 10 µM. 0.19% of 360,000 active;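 active means fluorescence ratio to DMSO below 75%, the collection mean minus 3 SD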;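 further: signal is porphyrin accumulated inside mitochondria; 100% equals median channel fluorescence of DMSO control wells; lower ratio means ABCB6 inhibition with less porphyrin fluorescence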
Granule exo inh: lytic granule exocytosis inhibition; 0.66% of 360,000 active; inhibition, % at 10 µM; TALL-104 LAMP-1 surface exposure, flow cytometry; cells stimulated with thapsigargin and PMA;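 active means inhibition above about 55%, limit read from the data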
ABHD5 PLIN5 PPI: ABHD5-PLIN5 protein interaction inhibition. inhibition, % at 4 µM. 0.78% of 360,000 active. Q00G26+Q8WTS1. Split G. princeps luciferase complementation, luminescence, 4 h;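 active means inhibition above the mean inhibition across every tested compound plus 3 SD, cut at about 22% in these data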;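 further: 0% = DMSO only wells and the 100% control is not disclosed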
Vif imaging: HIV Vif inhibition; HEK293T cells, Vif self-association by quenched fluorescence, imaging, 24 h; inhibition, % at 7.49 µM; 0.35% of 340,000 active; AID 602346; in the data active means inhibition above about 50%, passing the limit was not always enough; further: some results filed as inactive read as strong as hits
N-glyco inh: N-linked glycosylation inhibition | D54 ERlucT glycosylation luciferase reporter, 24 h; percent of 100 nM tunicamycin response | reporter increase, % at 12.5 µM | 0.23% of 360,000 active | AID 588692;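 active means mean luciferase reporter signal, scaled so untreated is 0 and the glycosylation-blocking control 100, at or above a set limit in every replicate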;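 further: luciferase carries N-glycosylation sites so blocking glycosylation raises the light; 0% = median of neutral control wells and 100% = median of 100 nM tunicamycin wells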
* hit, by the source's call; · = no result given. Some of the compounds tested. The share of hits here may be higher or lower than overall.

Compound	Granule exo inh	ABCB6 inh MLPCN	MC4R barr agon	ABHD5 PLIN5 PPI	NOD2-RIPK2 inh	N-glyco inh	aDG glyco act	Vif imaging	MC4R antagonist	TLR9-MyD88 block
CC(C)(C)OC(=O)N1CCC(c2c(C(=O)NC3CC3)cnn2-c2ccc(Cl)cc2)CC1	-2	101	0.1	8	-7	0	-0.3	9	0	-10
COc1cccc(C(=O)Oc2ccc(N3C(=O)CCC3=O)c(C)c2)c1	2	92	-0.4	10	0	-1	-0.1	-4	-5	4
CC1=CN2C(=NC(=O)CC2(C)C(=O)N(CC(=O)NC2CCCC2)c2cc(C)cc(C)c2)C=C1 (stereo unspecified)	26	99	-4.1	-11	-6	2	-0.3	-5	4	0
Clc1ccccc1Cc1noc(CN2CCN(Cc3ccccn3)CC2)n1	0	107	-2.0	-7	3	1	-0.4	19	6	2
C=C(C)C1CC=C(C)/C(=N/NC(=O)CNc2ccc(OCC)cc2)C1 (stereo unspecified)	-2	94	4.8	1	-14	-1	0.0	-4	4	9
Cc1cc(C)cc(OCC(=O)Nc2nc3ccc([N+](=O)[O-])cc3s2)c1	-3	100	-0.9	6	5	-1	0.4	-8	5	-6
Cc1ccc(N(CC(N)=O)C2SC(=O)NC2=O)cc1 (stereo unspecified)	4	93	-1.9	-4	-12	1	-0.2	2	-2	-1
Oc1ccc(N=Nc2ccc(Br)cc2)c(O)c1	7	103	-0.8	0	-2	4	-0.2	9	-16	-12
O=[N+]([O-])c1ccccc1-c1ccc(CN2CCN(c3ccccc3)CC2)o1	4	102	-0.9	1	2	1	0.0	-3	3	-1
O=C(c1cc([N+](=O)[O-])ccc1N1CCOCC1)N1CCN(c2ccccc2)CC1	11	92	-1.5	8	6	6	-0.3	40	-27	8
COc1ccc(CN2CCC(C(=O)c3ccc(F)cc3)CC2)cc1	2	108	-2.3	5	0	-1	0.0	0	-2	-13
C=C(C)CNC(=S)N/N=C/c1ccccc1OCC(=O)O	-2	100	-3.0	-2	-5	-2	0.1	-15	0	7
C/C(=N\NC(=O)COc1cc(C)cc(C)c1)c1ccc(N2CCOCC2)cc1	5	100	0.3	1	1	2	0.1	3	-1	-3
Cc1cccc(C)c1NC(=O)C(c1ccccc1)n1c(=O)c(-c2ccccc2)nc2ccccc21 (stereo unspecified)	0	·	·	0	-13	·	0.0	·	·	·
NC(=O)C1CCN(c2nc(-c3ccc4ccccc4c3)cs2)CC1	-6	98	-0.8	1	-6	2	-0.1	·	1	5
CC1CCCC(N2CCN(C(=O)c3ccc([N+](=O)[O-])cc3)CC2)C1 (stereo unspecified)	-6	96	-1.0	7	-11	0	-0.1	0	0	-6
O=C(O)c1ccccc1S(=O)(=O)NCC(O)COC1CCCCC1 (stereo unspecified)	-6	100	1.5	-5	-1	1	-0.2	-16	9	8
CCOC(=O)c1c(S(=O)(=O)NCc2ccco2)c(C)n(C)c1C	-3	97	-1.8	-1	9	2	0.1	-5	-3	4
COc1ccc(S(=O)(=O)N2CCCOC2CNC(=O)C(=O)NCc2ccccc2C)cc1 (stereo unspecified)	-6	99	-0.3	4	-5	-1	-0.2	4	2	0
Cn1c(=O)cc(SCC(=O)N2CCN(C3CCCCC3)CC2)c2ccccc21	-3	93	-2.2	-1	-2	4	-0.1	-4	7	9
CC(=O)Nc1nnc(CCS(=O)(=O)c2ccc(C)cc2)s1	0	107	1.9	12	0	3	-0.2	9	3	0
CCc1ccc(Sc2cc(C(=O)NCCN3CCOCC3)c3ccccc3n2)cc1	8	94	1.9	15	2	-7	0.1	-6	0	3
COc1ccc(CN2CCNC(=O)C2CC(=O)N2CCCN(C(C)=O)CC2)c(OC)c1 (stereo unspecified)	-1	107	-3.2	-3	-4	4	0.1	-4	0	-15
CCc1ccc(Oc2coc3cc(OCC(=O)Nc4cc(C)ccc4C)ccc3c2=O)cc1	-1	95	6.2	5	4	66*	-0.6	-3	2	-1
CC1CN(C)C(C)C/C1=N\Oc1ccc([N+](=O)[O-])cc1 (stereo unspecified)	0	99	-0.6	-3	0	1	-0.1	4	9	3
CCOC(=O)C1=C(CC)Nc2ccccc2N=C1NC(=O)Cn1cnc2ccccc2c1=O	-5	99	-1.1	-1	13	1	0.1	0	11	4
CCn1cnc2cc(NCc3cccs3)ccc21	-3	96	-0.8	-3	3	-1	0.0	-3	2	-4
Cc1sc2ncnc(SCC(=O)N3CCCC(C(N)=O)C3)c2c1C (stereo unspecified)	-2	104	1.6	4	-2	0	-0.4	2	10	3
CC1=CCC2C(=O)N(C(C)c3ccccc3)C(=O)C2C1 (stereo unspecified)	0	94	0.3	-5	-2	2	-0.1	23	-2	-7
COc1cc(NC(=S)N2CCCC(CO)C2)cc(OC)c1 (stereo unspecified)	0	96	0.5	-11	-9	1	0.2	-3	10	2
CNC(=O)CN(c1ccc(C23CC4CC(CC(C4)C2)C3)cc1)S(C)(=O)=O	22	102	0.7	2	4	-2	-0.4	1	5	6
O=C1CC(N(CCc2ccccc2)C(=S)Nc2cc(Cl)ccc2Cl)C(=O)N1c1c(Cl)cccc1Cl (stereo unspecified)	32	93	-1.3	1	-8	-10	1.6	1	15	2
CC1CN(C(=O)COC(=O)c2ccc(Cl)c(S(=O)(=O)N3CCCCC3)c2)CC(C)O1 (stereo unspecified)	-2	98	-1.4	-1	-2	0	0.4	·	6	-13
COc1cc(/C=C2\SC(=S)N(N3CCOCC3)C2=O)cc(OC)c1OC	-1	95	-2.6	-4	1	-2	0.1	-19	11	-2
CCCCNC(=O)CSc1cc(=O)n(C)c2ccccc12	2	86	-1.0	-2	-1	4	0.3	4	6	-4
O/N=C/Cc1[nH]c2ccccc2c1-c1ccccc1	1	93	-2.2	-5	-2	-4	0.2	10	1	2
COc1cccc(/C=C/C(=O)OCC(=O)Nc2ccc(N3CCOCC3)cc2)c1OC	-1	97	-1.8	4	-2	2	-0.3	18	2	9
O=C(Nc1ccnc(-c2cccnc2)n1)c1cccs1	-3	85	-0.6	-5	-8	4	0.1	119*	4	-8
NC(Cc1ccccc1)c1csc(NC(=O)c2cccc(OC(F)(F)F)c2)n1 (stereo unspecified)	25	99	-0.8	-15	4	-5	2.4	14	5	·
Cc1cccc(Cl)c1OCCCN1CCOCC1	-12	101	-0.8	3	-6	-4	0.0	-2	14	-8
CC(c1ccccc1)n1cc(C(=O)NCc2cccnc2)nn1 (stereo unspecified)	-2	97	-1.4	3	-1	2	0.2	7	13	3
Cc1ccc(S(=O)(=O)N2CCN(C(=O)c3ccccc3)C2)cc1[N+](=O)[O-]	-1	102	-2.5	1	-5	-1	-0.2	·	-4	-3
CN(C)C(=O)c1sccc1Oc1ccc(F)cc1[N+](=O)[O-]	-1	101	-2.7	0	1	0	-0.1	-4	10	-7
Cc1cc(OC(=O)c2cc(F)c(F)cc2Cl)nc(C)n1	-4	90	-1.3	5	-15	1	-0.1	-2	9	-7
CC1CCN(C(=O)CSc2nnc(CNC(=O)COc3ccc(Cl)cc3)o2)CC1	-2	105	-1.4	3	2	3	0.0	2	8	0
N#CCSc1nc2sccc2c(=O)n1-c1ccccc1	0	106	1.2	5	-13	3	0.0	13	-5	8
COc1ccc2nc(/N=C/c3c(C)[nH]n(-c4ccc(C)cc4C)c3=O)sc2c1	-2	95	-1.8	-9	-9	2	-0.1	0	-1	-10
CCOCCCNC(=O)CN(c1cc([N+](=O)[O-])ccc1OC)S(C)(=O)=O	-3	101	2.0	-3	2	2	0.0	7	-4	-10

Single records, from the list above. Screens in order: Granule exo inh, ABCB6 inh MLPCN, MC4R barr agon, ABHD5 PLIN5 PPI, NOD2-RIPK2 inh, N-glyco inh, aDG glyco act, Vif imaging, MC4R antagonist, TLR9-MyD88 block
`N#CCSc1nc2sccc2c(=O)n1-c1ccccc1` across the screens: 0, 106, 1.2, 5, -13, 3, 0.0, 13, -5, 8
`CN(C)C(=O)c1sccc1Oc1ccc(F)cc1[N+](=O)[O-]` across the screens: -1, 101, -2.7, 0, 1, 0, -0.1, -4, 10, -7

Carrying on:
Compound	Granule exo inh	ABCB6 inh MLPCN	MC4R barr agon	ABHD5 PLIN5 PPI	NOD2-RIPK2 inh	N-glyco inh	aDG glyco act	Vif imaging	MC4R antagonist	TLR9-MyD88 block
COc1ccccc1CNc1nc(=S)[nH]c2cc(OC)c(OC)cc12	11	98	0.2	-5	-14	1	-0.1	-18	10	9
COc1ccccc1C(=O)N/N=C(\C)CC(=O)Nc1ccc(Cl)cn1	-4	93	-0.8	7	-1	-1	0.0	21	8	-2
COc1ccc(C(C)=O)cc1COC(=O)CCNS(=O)(=O)c1ccc(C)cc1	2	95	-1.4	-2	3	1	-0.1	-3	-4	-12
NC(=O)COC(=O)CC12CC3CC(CC(Br)(C3)C1)C2	2	89	0.9	1	1	4	0.1	0	8	8
Cc1ccc(NC(=O)CO/N=C/c2ccc(N(C)C)cc2)cc1	-1	149	2.3	-3	11	2	0.1	3	17	12
Cc1ccc(C23CC4CC(CC(C(=O)N5CCN(C)CC5)(C4)C2)C3)cc1	7	98	-2.0	12	2	-4	0.0	-5	12	-3
O=C(CN1C(=O)C2C3C=CC(C3)C2C1=O)N1CCc2ccccc2C1 (stereo unspecified)	-2	93	-0.8	-2	-4	-1	-0.2	13	4	0
Cn1cnnc1SCC(=O)Nc1ccccc1C(=O)NC1CC1	2	106	-1.4	6	-1	1	-0.1	-2	-2	-12
COc1cc2c(cc1OC)CN(c1nc(-c3cccnc3)nc3ccccc13)CC2	-4	87	1.7	5	9	0	-0.2	-5	-4	-13
CCN(CC)c1ccc(C=C2C(=O)OC3(CCCC3)OC2=O)cc1	1	147	-3.1	5	-13	-2	-0.2	7	4	-4
CC(=O)N(C(C)=O)N1C(=O)c2cccc3c(N4CCOCC4)ccc(c23)C1=O	1	107	-0.5	-2	-14	-3	-0.2	0	-5	4
O=C(Nc1cccc(-c2cn3ccccc3n2)c1)c1cnccn1	3	100	-1.6	-1	-3	4	-0.1	·	-6	-2
Cc1nn(-c2ccccc2)c(N2CCCC2)c1/C=N/Nc1ccc(S(N)(=O)=O)cc1[N+](=O)[O-]	-3	95	-4.0	1	3	14	-0.9	-1	20	5
Cc1ccccc1C(=O)Nc1ccccn1	-1	103	-1.4	-5	-5	0	-0.1	-4	-1	4
COCCOC(=O)c1c(NC(=O)CN2CCc3ccccc32)sc(C(N)=O)c1C	-5	99	-0.5	1	-3	1	-0.2	13	5	-11
COCC(=O)Nc1ccc(N(C)C)cc1	-2	100	-1.6	-3	-8	2	-0.1	20	-2	1
Cc1cnc(NC(=O)C2CCCC2)s1	0	86	-3.1	2	-3	-1	0.0	-4	-4	-1
N#CC(C#N)=Cc1cccn1-c1ccc(S(N)(=O)=O)cc1	-1	104	0.0	0	-9	-3	-0.4	5	-3	7
FC(F)(F)c1cccc(-c2cc3nc(NCCCn4ccnc4)ccn3n2)c1	47	101	-4.1	0	2	-1	0.5	·	12	·
O=C1c2ccccc2C(=O)N1CSc1nnc2c3ccccc3n(CCc3ccccc3)c2n1	14	174	-1.9	0	-6	2	-0.2	·	2	5
